Screening data (PubChem)
TDP-43 yeast inh = rescues yeast growth from TDP-43 toxicity | TDP-43 expressing yeast growth rescue, BacTiter-Glo, 24 h | Potency, µM (titrated, usually from 46.1 µM), for inactives: at the top dose growth rescue (activation), actives largely listed as activators | actives 1.8% (n = 410,000) | AID 652104; further: % of control where 0% means no effect; nearly all actives have a fitted effect of over 50% in size
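Luminescence from BacTiter-Glo reports growth of TDP-43-expressing yeast after 24 hr at 30 deg C with compound. Cells were raffinose-pregrown to mid-log, then seeded in galactose medium at OD600=0.02.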
SW480 rereplic = DNA re-replication induction in SW480 cells; actives 1.8% (n = 340,000); Potency, µM (titrated, usually from 46.1 µM), inactives show at the highest dose re-replication activation, hits mostly activators; SW480 DNA re-replication, Hoechst DNA content imaging, 48 h; further: % of control where 0% means no effect; nearly all actives have a fitted effect of over 55% in size
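Quantitative HTS format with DMSO vehicle controls; 48 hr drug incubation at 37 C, then 40 min Hoechst staining and scanning imager measurement at 405 nm excitation.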
KB-3-1 tox = kills parental KB-3-1 adenocarcinoma cells; KB-3-1 viability, CellTiter-Glo ATP luminescence, 72 h; Potency, µM (titrated, usually from 46.1 µM), for inactives: top-dose activity change, negative = cytotoxic, most hits filed as cytotoxic; actives 1.4% (n = 400,000); further: on the % scale 0 is the no-effect control and ±100 the full control effect; nearly all actives have a fitted effect of over 60% in size
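Cells are dispensed, compounds pinned in, plates held at 37 °C for 72 h, then CellTiter-Glo is added and luminescence read after 10 minutes. Cell line: parental KB-3-1 in phenol-red-free DMEM, 10% FBS.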
GLP1R inv ag = acts as inverse agonist at human GLP-1 receptor; HEK293 GLP-1R CRE-luciferase, luminescence, 24 h; GLP-1R form is constitutively active; P43220; Potency, µM (doses to about 38.3 µM), for the others: at the highest dose activity change, negative = inhibition, most hits filed as inhibitors; actives 1.6% (n = 410,000); further: on the % scale 0 is the no-effect control and ±100 the full control effect; nearly all actives have a fitted effect of over 55% in size
Target sequence (P43220 whole entry, looked up): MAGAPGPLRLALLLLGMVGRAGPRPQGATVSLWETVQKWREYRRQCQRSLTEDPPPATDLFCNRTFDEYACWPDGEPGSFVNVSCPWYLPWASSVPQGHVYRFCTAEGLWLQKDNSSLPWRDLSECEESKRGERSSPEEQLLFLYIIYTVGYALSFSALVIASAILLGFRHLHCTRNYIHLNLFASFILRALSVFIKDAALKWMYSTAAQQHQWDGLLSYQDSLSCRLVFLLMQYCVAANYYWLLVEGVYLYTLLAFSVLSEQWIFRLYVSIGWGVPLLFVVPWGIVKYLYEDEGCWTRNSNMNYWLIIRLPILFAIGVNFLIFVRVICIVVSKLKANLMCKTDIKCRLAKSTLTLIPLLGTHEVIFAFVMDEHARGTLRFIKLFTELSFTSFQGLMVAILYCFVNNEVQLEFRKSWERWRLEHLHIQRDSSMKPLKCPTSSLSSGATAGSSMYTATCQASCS
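HEK293 cells stably co-expressing a cAMP-responsive luciferase reporter and constitutively active GLP-1R were seeded, incubated 12 h, then exposed to compounds for 24 h at 37 C. Luminescence was read 12 min after detection reagent; inverse agonists lower signal.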
KB-V1 cytotox = KB-V1 MDR subline cytotoxicity; Potency, µM (highest dose often 46.1 µM), for inactives: top-dose activity change, negative = cytotoxicity, actives largely listed as cytotoxic; KB-V1 MDR cells viability, CellTiter-Glo, 72 h; actives 3.4% (n = 400,000); AID 1347076; further: on the % scale 0 is the no-effect control and ±100 the full control effect; nearly all actives have a fitted effect of over 60% in size
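KB-V1 cells (P-gp-expressing MDR subline of KB-3-1) in phenol-red-free DMEM with 10% FBS were exposed to library compounds over a concentration series for 72 h at 37 degrees C. Viability read by CellTiter-Glo luminescence; concentration-effect curves fitted after normalization.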
HT1080NT lethal = kills 2HG-producing HT-1080-NT fibrosarcoma cells. HT-1080-NT fibrosarcoma viability, CellTiter-Glo ATP luminescence, 48 h. Potency, µM (doses to about 46.1 µM), for inactives: top-dose activity, negative = less viability, most hits filed as cytotoxic. actives 1.6% (n = 360,000). AID 686970;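 further: NT is the 2HG producing partner of a matched IDH1 knockdown line; 0% = DMSO-treated cells and -100% = media-only wells without cells; nearly all actives have a fitted effect of over 55% in size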
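Toxicity toward the 2HG-producing NT line was scored as %Activity, normalised to DMSO and no-cell wells, from CellTiter-Glo luminescence after 48 hours' treatment.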
GLP-1R agonist = agonists of human GLP-1 receptor; P43220; HEK293 GLP-1R CRE-luciferase, luminescence, 4-6 h; cells express a hypersensitive GLP-1R form; Potency, µM (top dose mostly 45.6 µM), for the others: at the top dose activation, usual class: activators; actives 0.007% (n = 380,000); further: % of control where 0% means no effect
GLP1R cytotox = cytotoxicity in counter-screen for GLP-1R inverse agonists. AID 624418. actives 0.13% (n = 410,000). Potency, µM (highest dose often 38.3 µM), for inactives: top-dose activity change, negative = inhibition, hits mostly inhibitors. HEK293 cAMP-luciferase reporter cells, luminescence, 24 h;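 further: loss of luciferase light is scored as toxicity; on the % scale 0 is the no-effect control and ±100 the full control effect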
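To flag toxic compounds, the library was rerun on cells for 24 hr at 37 deg C and 5% CO2. Viability-linked luminescence was captured 12 min after adding luciferase detection reagent.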
HT1080 IDH1KD tx = kills HT-1080 cells with IDH1 knockdown | HT-1080 IDH1 knockdown viability, ATP luminescence, 48 h | Potency, µM (doses to about 46.1 µM), inactives show at the top dose activity, negative = toxicity, actives largely listed as cytotoxic | actives 2% (n = 360,000);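 further: 0% = DMSO wells and -100% = cell-free medium wells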
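After a 2 h attachment period, IDH1KD HT-1080 cells took pin-transferred compound for 48 h at 37 °C; ATP-based luminescence after 10 min room-temperature reagent incubation reported viability.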
* hit, by the source's call; ? = inconclusive; · = no result given; [ ] = another dose, or the depositor's remark. The call rests on the fitted dose curve; in most records, active means well fitted curve in the direction sought with a large enough effect; inconclusive means small, poorly fitted or top-dose-only effect, or another doubt; inactive means no such curve, though single readings can be large; an effect the other way counts as inactive or inconclusive. Potency means the concentration at half of the fitted maximal effect.

cpd | SMILES | KB-3-1 tox | HT1080 IDH1KD tx | SW480 rereplic | GLP-1R agonist | TDP-43 yeast inh
1 | CCOc1ccc(NC(=O)C2Cc3ccccc3CN2S(=O)(=O)CC)cc1 (stereo not given) | 1% | 15% | -98%[inhibitor] | 12% | 4%
2 | O=[N+]([O-])c1cccc(/C=C/c2nc(C=Nc3ccc4ccccc4c3)c(O)o2)c1 | -1% | -11% | 8% | -4% | -18%
3 | Cc1ccc([N+](=O)[O-])cc1NC(=O)C[n+]1ccccc1 | 8% | -1% | 0% | 1% | 15%
4 | N#Cc1c(-c2ccccc2)cc(-c2ccccc2)nc1SCCC(=O)O | ? | ? | 4% | 0% | -19%
5 | COc1ccc(Nc2nnc(-c3ccccc3)c3ccccc23)cc1C(=O)N1CCCCC1 | -4% | -19% | 9% | 15% | -16%[0.397 µM]
6 | Cc1cc(C(=O)NC(C)CCc2ccccc2)ccc1[N+](=O)[O-] (stereo not given) | -13% | 2% | -2% | 5% | 23%
7 | CN(C(=O)COC(=O)c1cc2c(s1)CCCCC2)C1CCS(=O)(=O)C1 (stereo not given) | 6% | -4% | 0% | 0% | -13%
8 | CC(=O)C(Cc1ccccc1)NC(=O)CN(C)Cc1ccccc1Cl (stereo not given) | -5% | -4% | -12% | 14% | -12%
9 | O=C(NCCc1ccc(Cl)cc1)C1CCC(=O)N1Cc1ccc(F)cc1 (stereo not given) | 6% | -2% | 0% | 5% | 7%
10 | CCN(CC1CCCO1)C(=O)c1cc(COc2ccc(OC)cc2Cl)on1 (stereo not given) | 1% | 5% | -7% | 6% | 13%
11 | Cc1ccc(-n2nnnc2CS(=O)(=O)c2ccccc2)c(C)c1 | -3% | 0% | -31%[inhibitor] | 4% | 7%
12 | Cc1onc(-c2c(F)cccc2Cl)c1C(=O)OCC(=O)NC(N)=O | ? | -11% | -1% | 4% | -16%
13 | OCCn1c(CSc2nc3ccccc3n2CCO)nc2ccccc21 | 3% | ? | 3% | 11% | -14%
14 | O=C(NCCc1ccc(F)cc1)NC12CC3CC(CC(C3)C1)C2 | -6% | -6% | 2% | 0% | 4%
15 | S=c1[nH]nc(CN2CCCC2)n1Cc1ccccc1 | -5% | 2% | ? | 4% | -15%

cpd | HT1080NT lethal | KB-V1 cytotox | GLP1R cytotox | GLP1R inv ag
1 | 10% | -21% | -24% | -9%
2 | -14% | 22% | 12% | -7%
3 | 6% | 29% | 2% | 16%
4 | ? | 0% | -23% | ?
5 | -5% | 3% | -5% | ?
6 | -1% | -10% | -13% | ?
7 | -1% | -6% | -3% | -7%
8 | -13% | 6% | 5% | ?
9 | 1% | 0% | -8% | 5%
10 | 1% | 10% | 2% | -27%
11 | -11% | -25% | 0% | -24%
12 | -16% | ? | 7% | 18%
13 | 2% | 7% | -18% | 5%
14 | 0% | -6% | 15% | ?
15 | 0% | -11% | 25% | -24%

2 compounds picked at random from the list so far, as already listed:
cpd | SMILES | KB-3-1 tox | HT1080 IDH1KD tx | SW480 rereplic | GLP-1R agonist | TDP-43 yeast inh
7 | CN(C(=O)COC(=O)c1cc2c(s1)CCCCC2)C1CCS(=O)(=O)C1 (stereo not given) | 6% | -4% | 0% | 0% | -13%
14 | O=C(NCCc1ccc(F)cc1)NC12CC3CC(CC(C3)C1)C2 | -6% | -6% | 2% | 0% | 4%

cpd | HT1080NT lethal | KB-V1 cytotox | GLP1R cytotox | GLP1R inv ag
7 | -1% | -6% | -3% | -7%
14 | 0% | -6% | 15% | ?

(listing goes on)
cpd | SMILES | KB-3-1 tox | HT1080 IDH1KD tx | SW480 rereplic | GLP-1R agonist | TDP-43 yeast inh
16 | Cc1ccc(S(=O)(=O)c2nnn3c2nc(NCc2cccs2)c2sccc23)cc1C | 1% | · | · | · | 13%
17 | Cc1ccc2c(c1)C(c1ccccc1)N(C(=O)c1ccccc1)CC(=O)N2 (stereo not given) | 26% | -3% | 2% | 9% | -8%
18 | Cc1ccc(NC(=O)c2ccc(Cn3cc(Br)cn3)o2)cc1 | -27% | -13% | 8% | 12% | 16µM*
19 | CCc1ccccc1NC(=O)CSc1nc2c(c(=O)[nH]1)CN(Cc1ccccc1OC)CC2 | -8% | · | · | · | 21%
20 | CCc1c(C)sc(NC(=S)Nc2nc(C)cc(C)n2)c1C(=O)OC | -2% | 7% | -1% | 17% | 0%[0.397 µM]
21 | Cc1noc(NS(=O)(=O)c2ccc(NC(=O)COc3ccc(Cl)cc3Cl)cc2)c1C | -29% | -7% | -5% | 6% | 22%
22 | O=C1CNC(=O)/C1=C\c1ccc(O)cc1 | 10% | 14% | -15% | -15% | 3%
23 | O=C(CO/N=C/c1ccc(Cl)cc1Cl)NNC(=O)c1cccc(Cl)c1 | 13% | 9% | -24% | 7% | 2%
24 | O=C(N/N=C/c1cc2c(cc1[N+](=O)[O-])OCO2)c1cccnc1 | -5% | -2% | 9% | 6% | 0%
25 | O=C(Cn1nnc(-c2ccccc2)n1)NNC(=O)c1cccc([N+](=O)[O-])c1 | 3% | 25% | 0% | 11% | -13%
26 | COc1ccc(C(=O)Oc2ccc(/C=N/NC(=O)c3ccccc3OC)cc2[N+](=O)[O-])cc1 | 8% | 9% | 0% | -16% | -11%
27 | C[C@H](CO)N1C[C@H](C)[C@@H](CN(C)C(=O)Nc2ccc3c(c2)OCO3)Oc2ccc(NS(=O)(=O)c3cn(C)cn3)cc2C1=O | 19% | 16% | -8%[9.22 µM] | -1% | 15%
28 | N#Cc1ccccc1OCC(=O)OCC(=O)NC1CCS(=O)(=O)C1 (stereo not given) | -1% | -3% | -4% | 7% | 10%
29 | COc1ccc(-n2c(C)cc(/C=C3/SC(=O)N(CC(=O)N4CCOCC4)C3=O)c2C)cc1 | ? | 2% | -60%[inhibitor] | -11% | -10%
30 | Cc1ccc(OCC(=O)N(Cc2ccc(N(C)C)cc2)C2CCS(=O)(=O)C2)cc1C (stereo not given) | 24% | -3% | 11% | 24% | -18%

cpd | HT1080NT lethal | KB-V1 cytotox | GLP1R cytotox | GLP1R inv ag
16 | · | 1% | 6% | 20%
17 | 0% | -15% | 5% | ?
18 | -1% | ? | 13% | ?
19 | · | 5% | -9% | -4%
20 | -10% | ? | 1% | 35%[activator]
21 | -14% | 10% | -31% | -29%
22 | 22% | 7% | 7% | 9%
23 | 8% | -5% | 9% | -9%
24 | -7% | -3% | -9% | 18%
25 | 20% | 10% | -15% | 6%
26 | -1% | -1% | 12% | 4%
27 | 14% | 12% | 3% | 4%
28 | 4% | 8% | -12% | -2%
29 | 15% | 0% | 0% | -1%
30 | 0% | -1% | -3% | -19%

Ordered by value in GLP-1R agonist (highest first): 5 of the compounds above
No.	Compound	GLP-1R agonist
17	Cc1ccc2c(c1)C(c1ccccc1)N(C(=O)c1ccccc1)CC(=O)N2 (stereo not given)	9%
23	O=C(CO/N=C/c1ccc(Cl)cc1Cl)NNC(=O)c1cccc(Cl)c1	7%
21	Cc1noc(NS(=O)(=O)c2ccc(NC(=O)COc3ccc(Cl)cc3Cl)cc2)c1C	6%
29	COc1ccc(-n2c(C)cc(/C=C3/SC(=O)N(CC(=O)N4CCOCC4)C3=O)c2C)cc1	-11%
22	O=C1CNC(=O)/C1=C\c1ccc(O)cc1	-15%

Continued.
cpd | SMILES | KB-3-1 tox | HT1080 IDH1KD tx | SW480 rereplic | GLP-1R agonist | TDP-43 yeast inh
31 | CCCc1nc2oc3ccccc3c(=O)c2c(=O)n1-c1ccc(C)cc1 | 0% | -3% | -11% | 8% | 10%
32 | CC(C)(C)OC(=O)NCCCC[C@H](NC(=O)c1nc[nH]c1C(=O)N[C@@H](CCCCNC(=O)OC(C)(C)C)C(=O)OC(C)(C)C)C(=O)OC(C)(C)C | 0% | 1% | ? | -4% | 20%
33 | CCOc1ccc(NC(=O)CCn2c(-c3ccc(F)cc3)cc(C(C)=O)c2C)cc1 | -10% | · | · | · | 8%
34 | O=C(NC1CCCCC1)C(c1ccc(F)cc1)N(Cc1ccco1)C(=O)Cn1nnc2ccccc21 (stereo not given) | 8% | -28% | 2% | 3% | -16%
35 | CCCCN(C(=O)C1CCN(C(=O)c2ccccc2C)CC1)c1c(N)n(CCC)c(=O)[nH]c1=O | -3% | -10% | 17% | -7% | -23%
36 | COCCCNC(=O)CNC(=O)c1nn(-c2ccc(OC)cc2OC)c(=O)c2ccccc12 | 1% | -1% | -28% | 9% | 20%
37 | CC(C)CNC(=O)COC(=O)CCC(=O)c1ccc(Cl)cc1 | 6% | 4% | -1% | -3% | 3%
38 | COC(=O)[C@@]1(Sc2ccccc2)CC(=O)N[C@@H]1c1ccccc1 | 16% | 3% | · | 2% | 15%
39 | CCOc1ccc(C2C(C(=O)c3cccs3)=C(O)C(=O)N2Cc2cccnc2)cc1OC (stereo not given) | 11% | 10% | 4% | -3% | -18%
40 | Cc1[nH]c2c(ccc3cccnc32)c1C | 6% | 0% | -25% | 12% | 24%
41 | Cc1[nH]c2ccc(-c3nnc(SCC(=O)c4ccc(F)cc4)o3)cc2c1C | 4% | -2% | 7% | 0% | -5%
42 | CCOC(=O)c1oc2ccccc2c1NC(=O)c1ccc(S(=O)(=O)N(C)C)cc1 | 4% | 9% | -2% | -1% | -28%

cpd | HT1080NT lethal | KB-V1 cytotox | GLP1R cytotox | GLP1R inv ag
31 | -14% | -6% | -3% | -25%
32 | 2% | 20% | -3% | ?
33 | · | -10% | -7% | -25%
34 | -17% | -7% | 7% | 23%
35 | ? | 1% | 19% | 1%
36 | 3% | ? | -2% | 2%
37 | 6% | 0% | 8% | 9%
38 | 16% | 0% | -7% | 19%
39 | 12% | -3% | -1% | 19%
40 | 1% | -14% | -4% | 0%
41 | ? | -24% | 3% | -16%
42 | -2% | -2% | 5% | 11%
